TDP1 inh: qHTS Assay for Inhibitors of Tyrosyl-DNA Phosphodiesterase (TDP1). Tyrosyl-DNA phosphodiesterase 1 (Homo sapiens), Q9NUW8. recombinant TDP1, AlphaScreen DNA substrate cleavage. Potency, µM (series often up to 130 µM), without a hit: top-dose activity change, negative = inhibition, hits mostly inhibitors. 350,000 tested, 0.28% active; note: nearly all actives have a fitted effect of over 40% in size
Target sequence (Q9NUW8 whole entry, looked up): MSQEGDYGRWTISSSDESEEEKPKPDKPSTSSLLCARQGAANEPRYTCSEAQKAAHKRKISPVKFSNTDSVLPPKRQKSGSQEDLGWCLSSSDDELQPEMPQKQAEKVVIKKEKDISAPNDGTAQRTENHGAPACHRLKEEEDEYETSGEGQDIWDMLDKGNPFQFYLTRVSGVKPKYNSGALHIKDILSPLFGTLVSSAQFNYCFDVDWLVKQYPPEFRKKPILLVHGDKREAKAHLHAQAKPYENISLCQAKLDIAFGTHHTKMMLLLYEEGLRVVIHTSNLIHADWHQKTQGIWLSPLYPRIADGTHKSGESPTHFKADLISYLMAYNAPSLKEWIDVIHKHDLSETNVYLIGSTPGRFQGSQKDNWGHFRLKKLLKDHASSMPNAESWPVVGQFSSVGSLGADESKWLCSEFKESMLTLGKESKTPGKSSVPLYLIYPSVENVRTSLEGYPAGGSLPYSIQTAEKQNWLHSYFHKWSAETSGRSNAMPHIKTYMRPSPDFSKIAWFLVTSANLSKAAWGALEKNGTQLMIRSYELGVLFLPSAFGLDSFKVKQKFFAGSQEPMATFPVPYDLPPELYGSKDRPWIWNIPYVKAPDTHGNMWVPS
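Enzyme-compound mixtures sat 15 min at room temperature, followed by a 5 min reaction with 15 nM final substrate and 10 min with AlphaScreen beads. Recombinant human Tdp1 was used at 1 nM final.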
DT40 TDP1 CPT: qHTS for Inhibitors of human tyrosyl-DNA phosphodiesterase 1 (TDP1): qHTS in cells in presence of CPT; chicken DT40 Tdp1-/-;hTDP1 cells + 20 nM CPT, ATP luminescence, 48 h; Potency, µM (doses to about 46.2 µM), without a hit: at the highest dose activity change, negative = growth inhibition, hits mostly inhibitors; 420,000 tested, 12% active; AID 686979, 2013; note: nearly all actives have a fitted effect of over 55% in size
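Chicken DT40 Tdp1-/- cells complemented with human TDP1, 400 cells/well, exposed to compounds plus 20 nM camptothecin for at least 48 h at 37 C; viability read as ATP content by CellTiter-Glo luminescence.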
TDP1 cell noCPT: qHTS for Inhibitors of human tyrosyl-DNA phosphodiesterase 1 (TDP1): qHTS in cells in absence of CPT | DT40 Tdp1-/- hTDP1 cells, no CPT, ATP luminescence, 48 h | Potency, µM (titrated, usually from 46.2 µM), inactives show at the top dose activity change, negative = growth inhibition, hits mostly inhibitors | 420,000 tested, 15% active | AID 686978, 2013; note: nearly all actives have a fitted effect of over 55% in size
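Growth kinetics read by CellTiter-Glo luminescence after ≥48 hr at 37 °C. Cells: DT40 Tdp1-/- stably carrying human TDP1, 400 per well, compound exposure in the absence of CPT (DMSO vehicle).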
The depositor's hits bear a star; u = inconclusive; x = not tested or not shown; [ ] = remark or other dose. Calls come from the whole dose curve; as a rule, active = well fitted curve in the direction sought with a large enough effect; inconclusive = small, poorly fitted or top-dose-only effect, or another doubt; inactive = no such curve, though single readings can be large; an effect the other way counts as inactive or inconclusive. % is set by controls: 0 for no effect and ±100 for the full control effect; potency is the fitted concentration of half-maximal effect.

The line under a structure holds: TDP1 inh	DT40 TDP1 CPT	TDP1 cell noCPT
#1 COCCn1c(C)cc(/C=C2/SC(=O)N(C(C)C(=O)OC)C2=O)c1C (configuration not stated)
    7.1%	u	25.9µM*
#2 Cc1cc(C(=O)Nc2ccccc2)oc1C
    1.9%	u	-5.5%
#3 Cc1ccc(-n2nc(C(=O)N3CCCCC3)c(=O)n(C)c2=O)cc1
    7.7%	2.5%	-7.7%
#4 COc1ccc(/C=N/NC(=O)COc2cc(C)cc(C)c2)cc1COC(C)=O
    5.1%	-1.4%	u
#5 COc1ccc(NC(=O)c2c(NCc3cccs3)sc3c2CCCC3)cc1
    2.8%	u	20.6µM*
#6 Cc1ccc(S(=O)(=O)N2CCN(C(=O)CN3C(=O)NC4(CCCCC4)C3=O)CC2)c(C)c1
    -1.7%[0.505 µM]	-26.5%	u
#7 N#Cc1ccc(NCC(=O)N2CCN(S(=O)(=O)c3ccccc3)CC2)cc1
    2.9%	-26.0%	-9.4%
#8 COc1ccc(-c2csc(NC(=O)C3CC(=O)N(Cc4ccco4)C3)n2)cc1 (configuration not stated)
    0.0%	u	20.6µM*
#9 Cn1nc(C(C)(C)C)cc1C(=O)NNC(=O)c1ccc(C(F)(F)F)cc1
    1.3%	u	u
#10 Cc1ccc(Cl)cc1N1CCN(C(=O)c2ccc(CS(=O)c3ccccc3)o2)CC1 (configuration not stated)
    2.8%	2.59µM*	5.17µM*
#11 O=[N+]([O-])c1cc(S(=O)(=O)C(F)(F)F)ccc1NCC1CCCO1 (configuration not stated)
    5.5%[0.0935 µM]	-15.0%	-19.4%
#12 O=C(CC[C@H]1O[C@@H](n2ccc(=O)[nH]c2=O)[C@H](O)[C@@H]1O)N[C@H](Cc1ccccc1)C(=O)NCc1ccccc1
    x	0.2%	25.5%
#13 COc1ccc(NC(=O)c2ccc3c(c2)sc2nc(-c4ccc(OC)cc4)cn23)cc1
    5.2%	-5.5%	-4.3%
#14 COC(=O)c1cc([N+](=O)[O-])c(-n2cncn2)c([N+](=O)[O-])c1
    0.0%	5.8µM*	5.8µM*
#15 O=C(CCCN1C(=O)c2ccccc2C1=O)Nc1cccnc1
    3.7%	4.1%	-1.2%
#16 Cc1ccc(S(=O)(=O)N2CCCCC2)cc1NC(=O)COC(=O)c1c(F)cccc1F
    2.6%	-5.6%	-7.2%
#17 CC1(C)Cc2c(sc3c2c(=N)n(Cc2ccco2)c(=O)n3CC(=O)Nc2cccc(Cl)c2)CO1
    -4.2%	u	20.6µM*
#18 COc1ccc(C(=O)/C=C2\NCCc3cc(OC)c(OC)cc32)cc1OC
    x	16.4µM*	16.4µM*
#19 O=C(CN1C(=O)c2cccnc2Oc2ccc(Cl)cc21)NCCC1=CCCCC1
    4.9%	u	-6.1%
#20 CCCNC(=O)C1(C)CCN(C(=O)c2c(F)ccc(C)c2F)C1 (configuration not stated)
    x	2.9%	2.1%

Next part; the last two above are carried over.
The line under a structure holds: TDP1 inh	DT40 TDP1 CPT	TDP1 cell noCPT
#19 O=C(CN1C(=O)c2cccnc2Oc2ccc(Cl)cc21)NCCC1=CCCCC1
    4.9%	u	-6.1%
#20 CCCNC(=O)C1(C)CCN(C(=O)c2c(F)ccc(C)c2F)C1 (configuration not stated)
    x	2.9%	2.1%
#21 NC(=O)C1CCN(CC(=O)Nc2cccnc2Cl)CC1
    -8.1%	6.9%	-2.3%
#22 CC1CCCCN1CCCNC(=O)c1sc2ncccc2c1-n1cccc1 (configuration not stated)
    6.5%	-23.9%	-22.8%
#23 CCCC(C(=O)NC(C)(C)C)N(CC1CCCO1)C(=O)CNS(=O)(=O)c1ccc(F)cc1 (configuration not stated)
    x	-19.6%	-10.1%
#24 O=C(NCCc1ccc2c(c1)OCCO2)c1cc(S(=O)(=O)N2CCCC2)ccc1Br
    x	u	u
#25 CCc1ccc(N2CC(C(=O)Nc3cc(C)on3)CC2=O)cc1 (configuration not stated)
    0.0%	-5.6%	-21.7%
#26 Cc1nn(C)cc1CN(C)C(=O)c1cc2nc(-c3ccco3)cc(C(F)(F)F)n2n1
    2.9%	-29.8%	-27.3%
#27 Cc1cccc(-n2c(O)c(C=Nc3ccccc3O)c3ccccc3c2=O)n1
    x	-24.7%	u
#28 O=[N+]([O-])c1ccc(N2CCN(C(=S)NC3CCCCC3)CC2)cc1
    9.6%	16.4µM*	9.2µM*
#29 O=C(Nc1cccc(Cl)c1)c1cc(S(=O)(=O)N2CCCCC2)c[nH]1
    x	11.7%	4.0%
#30 Cc1ccc2cc(COC(=O)c3cccc([N+](=O)[O-])c3)c(=O)[nH]c2c1
    5.6%	-3.5%	0.4%
#31 COC(C[C@H](O)CC(=O)[C@H](C)OCc1ccccc1)OC
    1.2%	3.9%	-2.2%
#32 CCN(CC)CCCn1c2c(c(SCC(=O)Nc3cc(OC)cc(OC)c3)nc1=O)CCC2
    x	u	18.4µM*
#33 COc1ccc(-n2c(=O)/c(=C\c3cccs3)s/c2=C(/C#N)C(=O)NCCN2CCOCC2)cc1
    3.5%	13µM*	u
#34 CCOCCCNC(=S)N1C2CCC1CC(NC(=O)Nc1ccc(C(=O)OCC)cc1)C2 (configuration not stated)
    0.0%	-0.5%	-22.5%
#35 CC(C)Oc1ccc(NC(=O)Oc2ccccc2)cc1
    -4.1%	u	-28.0%
#36 CCOC(=O)/C(C#N)=C/c1c(Oc2cccc(C)c2)nc2c(C)cccn2c1=O
    2.7%	u	-17.3%
#37 COc1ccc([C@H]2/C=C\CN(S(=O)(=O)/C=C/c3ccccc3)[C@@H](C)C(=O)N2Cc2ccc(F)cc2)cc1
    x	u	20.6µM*
#38 O=C1NC[C@H](CCCCN2C[C@H](Cc3ccc(O)cc3)N(CCc3ccc(O)cc3)C(=O)C2=O)N(CCc2ccccc2)C1=O
    x	1.1%	-3.3%
#39 O=C(NC1CC1)C1CCN(c2nc3ccccc3s2)CC1
    3.3%	-17.1%	9.4%
#40 Cc1ccc2c(c1)NC(=O)C(CC(=O)NCCN(C)C)O2 (configuration not stated)
    0.0%	0.1%	-22.9%

New compounds follow:
The line under a structure holds: TDP1 inh	DT40 TDP1 CPT	TDP1 cell noCPT
#41 Cc1cc(C)c(NC(=O)CCN2C(=O)c3ccccc3S2(=O)=O)c(C)c1
    -5.6%	-4.9%	1.8%
#42 CC(=O)c1cccc(NC=C2C(=O)OC3(CCCCC3)OC2=O)c1
    2.5%	-5.2%	-4.5%
#43 Cc1nnc(N/N=C\c2ccc(-c3cccc(C(=O)O)c3)o2)n1N
    50.1µM*	u	-5.7%
#44 CCCc1cc(=O)[nH]c(SCC(=O)N2CCc3ccccc3C2)n1
    -0.5%[56.1 µM]	-1.9%	0.5%
#45 CCOC(=O)c1ccc(CN(Cc2ccc(Br)cc2)S(=O)(=O)c2cccc(Cl)c2C)cc1
    5.2%	u	u
#46 N#CC(C(N)=O)=C1CCC2(CC1)OCCCCO2
    9.5%	13.5%	7.0%
#47 O=C(Nc1ccc2nc[nH]c2c1)c1ccco1
    1.1%	-28.6%	-15.7%
#48 O=C(O)c1ccc(NC(=O)c2ccccc2NC(=O)c2cccc(F)c2)cc1
    x	25.5%	3.6%
#49 Clc1nc(NCc2ccco2)c2[nH]cnc2n1
    3.1%	-2.6%	u
#50 O=C(Nc1ccc([N+](=O)[O-])cc1)C1COc2ccccc2O1 (configuration not stated)
    x	-6.6%	-23.9%
#51 CN(C)C(=O)N1CCC(C(=O)NCc2ccc(F)cc2Cl)CC1
    2.2%	-0.5%	-22.0%
#52 Cc1ccc(OCC(=O)c2cc(C)n(-c3ccccc3)c2C)c([N+](=O)[O-])n1
    10.8%	u	14.6µM*
#53 CC(=O)NC1(C(F)(F)F)N=C(c2ccccc2)NC1=O (configuration not stated)
    7.9%	-11.8%	-20.8%
#54 COc1ccc(/C=N/NC(=O)c2ccc3nc[nH]c3c2)c(OC)c1OC
    8.7%	-2.2%	6.6%
#55 CCCn1c(=NC(=O)CS(=O)(=O)c2ccccc2)sc2cc(S(C)(=O)=O)ccc21
    -1.5%	2.7%	-2.2%
#56 Cc1cc(NC(=O)Nc2nc3c(s2)CCCCCC3)ccc1Br
    -4.1%	20.6µM*	18.4µM*
#57 O=C1NC(=S)S/C1=C\c1cc(Cl)cc(Cl)c1O
    x	u	u
#58 CCCc1cc(=O)oc2cc(C)cc(OCC(=O)NC(Cc3c[nH]c4ccc(O)cc34)C(=O)O)c12 (configuration not stated)
    x	5.5%	1.3%
#59 Cn1c(=Nc2ccc(N3CCOCC3)cc2)ccc2ccccc21
    5.1%	u	u
#60 CC1CCCC(NC(=O)C2N(CCCN3CCCC3)C(=O)C3C(C(=O)Nc4cccc(Cl)c4)C4C=CC32O4)C1C (configuration not stated)
    4.1%	-2.5%	u

The list goes on:
The line under a structure holds: TDP1 inh	DT40 TDP1 CPT	TDP1 cell noCPT
#61 Cc1nc2ccccc2c(=O)n1-c1ccc(F)c(NS(=O)(=O)c2ccccc2F)c1
    x	1.0%	-10.5%
#62 CN(Cc1ccccc1)C(=O)c1ccco1
    0.0%	-17.3%	8.0%
#63 C=CCOc1c(Br)cc(CNc2ccc(NC(=O)C(C)C)c(OC)c2)cc1OC
    8.3%	u	18.4µM*
#64 CC1CCN(c2ncnc3c2cnn3Cc2ccc(Cl)cc2)CC1
    -5.8%	18.4µM*	18.4µM*
#65 CCOC(=O)C1=C(C)NC(=O)NC1c1cc(C)sc1C (configuration not stated)
    2.2%	-11.6%	u
#66 COc1ccccc1NC(=O)NC1(C(=O)N2CCCCCC2)CCCCC1
    -2.5%	-8.0%	-13.2%
#67 O=C(NCc1ccco1)C1CC(c2ccc(Cl)cc2)=NO1 (configuration not stated)
    4.9%	u	-21.8%
#68 CCC(C)(C)n1nnnc1C(c1cc2cc(C)cc(C)c2[nH]c1=O)N1CCN(Cc2ccc3c(c2)OCO3)CC1 (configuration not stated)
    5.9%	-70.0%	u
#69 Oc1ccc(CNc2ccc(F)cc2)c2cccnc12
    8.3%	2.91µM*	1.64µM*
#70 Cc1ccsc1C(=O)OCC(=O)N1CCOCC1
    2.0%	-0.6%	-2.7%
#71 CC[n+]1c(/C=C/c2ccc(OC)c(OC)c2)ccc2ccccc21
    x	u	u
#72 CCOCCCNC(=O)Cn1nc(C)n2c(cc3cc(C)ccc32)c1=O
    1.0%	0.5%	-9.0%
#73 O=S(=O)(CC(CN1CCOCC1)N1CCOCC1)c1ccccc1 (configuration not stated)
    4.6%	2.0%	1.6%
#74 CN(C)CCNC(=O)c1ccc2c(=O)n(Cc3ccc(Cl)cc3)c(=S)[nH]c2c1
    x	20.6µM*	29.1µM*
#75 Cc1ccc(NC(=O)c2cc(-c3cccs3)nc3ccccc23)nc1
    2.9%	23.1µM*	13µM*
#76 COc1cc2c(cc1OC)CN(C(=S)Nc1ccc(C)cc1C)CC2
    -0.6%	7.4%	-10.9%
#77 N=C1/C(=C/c2cccs2)C(=O)N=C2SN=C(SCc3ccccc3)N12
    7.2%	-12.6%	-28.8%
#78 COc1ccc(-c2cnc(C(O)c3ccc(CN4CCCCC4)cc3)[nH]2)cc1 (configuration not stated)
    x	-2.9%	-12.7%
#79 O=S(=O)(Nc1cccc(-n2cnnn2)c1)c1ccc(Cl)cc1
    1.8%	0.8%	-16.0%
#80 CN(C)C(CNC(=O)Cc1cccc(C(F)(F)F)c1)c1ccco1 (configuration not stated)
    0.0%	2.9%	-1.8%

The results go on:
The line under a structure holds: TDP1 inh	DT40 TDP1 CPT	TDP1 cell noCPT
#81 O=C(Nc1cccc(F)c1)Nc1nnc([C@@H]2C[C@H](O)[C@@H](CO)O2)s1
    x	2.1%	-21.8%
#82 CCN(CC)C(=S)Nc1ccc(C(=O)OC)cc1
    4.8%	-0.5%	-2.4%
#83 Cc1ccc(Cl)cc1-n1ncc2c(NC3CCCCC3)ncnc21
    13.0%	9.2µM*	14.6µM*
#84 Cn1cc(CN2CCC(C(=O)N3CCCCC3)CC2)c(-c2ccccc2F)n1
    7.2%	12.5%	-0.7%
#85 CCn1c2ccccc2c2cc(NC(=O)CSc3nccc(=O)[nH]3)ccc21
    2.5%	u	u
#86 Cn1cc(-c2ccccc2C(=O)O)c(=O)c2ccccc21
    x	-1.9%	-4.2%
#87 O=S1(=O)N[C@@H](CC2CCCCC2)COc2cc(Br)ccc21
    x	14.6µM*	u
#88 N#CCOC(=O)C1CSC2(c3ccc(Br)cc3)CCC(=O)N12 (configuration not stated)
    -4.8%	-13.2%	10.9%
#89 COc1ccc(CNC(=O)CCc2c(C)c3cc4c(C)coc4cc3oc2=O)cc1
    4.9%	u	14.6µM*
#90 CC(NC(=O)C1CCN(C(=O)N2CCOc3ccccc32)CC1)c1ccccc1 (configuration not stated)
    6.5%	-9.4%	-28.1%

High-throughput results: PubChem BioAssay, National Center for Advancing Translational Sciences (NCATS)
